Screens deposited in PubChem by National Center for Advancing Translational Sciences (NCATS).
GRP78 ERSR act: inducers of ER stress response in human glioma cells; U87-MG GRP78 promoter luciferase reporter, 16 h; Potency, µM, without a hit: top-dose activation, actives largely listed as activators; actives 0.02% (n = 420,000); also: potency is read from the fitted curve at half-maximal effect; series mostly up to about 76 µM; % of control where 0% means no effect; nearly all actives have a fitted effect of over 35% in size
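Stably transfected U87-MG glioma cells carrying a GRP78-based luciferase sensor; 16 h compound incubation. Luminescence end-point read 10 min after Bright-Glo addition at room temperature.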
LDHA block: blocks human lactate dehydrogenase A. activity change, % (values are at about 110 or 230 µM). purified LDHA, NADH/diaphorase-resazurin fluorescence; stronger effect = lower value. AID 1347041. actives 0.15% (n = 480,000). P00338; in the data active = activity change below about -30%; inconclusive = mostly about -25% to -30%;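 also: plate controls were DMSO wells for no effect and wells without enzyme for full effect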
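Enzyme activity of human lactate dehydrogenase 5 (2 nM; 0.06 mM NADH, 0.2 mM pyruvate, 5 min, RT) is measured via a resazurin/diaphorase fluorescence readout of residual NADH.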
PI4K2A inh: inhibitors of human PI4K2A; purified PI4K2A, ADP-Glo luminescence, 1 h; stronger effect = lower value; activity change, negative = inhibition, % at 76.9 µM; AID 1346378; actives 0.13% (n = 420,000); Q9BTU6; in the data active = activity change below about -50%; inconclusive = mostly about -30% to -49%;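 also: -100% = wells without enzyme as full effect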
Target sequence (Q9BTU6 whole entry, looked up): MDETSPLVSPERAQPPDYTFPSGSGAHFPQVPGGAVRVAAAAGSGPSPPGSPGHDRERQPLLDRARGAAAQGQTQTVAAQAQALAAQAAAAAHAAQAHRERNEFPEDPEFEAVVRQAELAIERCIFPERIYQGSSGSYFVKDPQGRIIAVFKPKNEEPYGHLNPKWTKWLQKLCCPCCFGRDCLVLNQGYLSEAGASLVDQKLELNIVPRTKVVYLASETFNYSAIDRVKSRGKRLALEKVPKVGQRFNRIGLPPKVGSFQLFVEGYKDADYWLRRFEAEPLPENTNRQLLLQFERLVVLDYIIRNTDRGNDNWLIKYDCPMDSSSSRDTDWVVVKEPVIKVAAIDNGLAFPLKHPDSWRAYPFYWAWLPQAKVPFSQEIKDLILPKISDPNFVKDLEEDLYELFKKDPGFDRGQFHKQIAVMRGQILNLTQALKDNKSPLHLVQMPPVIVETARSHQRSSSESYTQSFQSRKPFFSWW
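In this quantitative HTS, ADP production by PI4K2A was quantified luminescently after 1 h at ambient temperature; 100 microM adenosine served as plate-quality control.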
Vif-A3G inh: Vif-A3G binding inhibition | HeLa A3G-eYFP + Vif (tagged APOBEC3G with the HIV-1 protein that degrades it), YFP fluorescence, overnight | Q9HC16 | actives 0.076% (n = 410,000) | Potency, µM (titrated, usually from 46.1 µM), inactives show top-dose activity, negative = active, hits mostly inhibitors;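 also: potency is read from the fitted curve at half-maximal effect; % is scaled to controls: 0 for no effect and ±100 for the full control effect; nearly all actives have a fitted effect of over 60% in size; hits raise eYFP signal because A3G escapes Vif-driven loss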
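Read-out is eYFP fluorescence (Ex 488/Em 500-530) from Vif-expressing HeLa A3G-eYFP cells; more signal means A3G escaped Vif-mediated degradation. Cells plated overnight, compound pinned in, incubated overnight at 37 deg C.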
RXFP1 agonist: agonists of human relaxin receptor RXFP1 | HEK293T-RXFP1 cAMP TR-FRET, 30 min; response scale: percent of porcine relaxin response, buffer zero | Potency, µM (titrated, usually from 57.5 µM), inactives show at the highest dose activation, actives largely listed as activators | actives 0.3% (n = 370,000); also: potency is read from the fitted curve at half-maximal effect; % is scaled to controls: 0 for no effect and ±100 for the full control effect; nearly all actives have a fitted effect of over 60% in size; many of its hits are not listed in these tables
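cAMP rise read by TR-FRET after 30 min, 37C compound exposure (up to 58 uM) in RXFP1-transfected HEK293 cells with Ro 20174 present. EC50 from Hill-equation fits, with 29 nM porcine relaxin as 100% and buffer as basal.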
TrxR1 substrate: substrates of rat thioredoxin reductase 1; O89049; purified TrxR1 substrate turnover, NADPH consumption readout; Potency, µM (highest dose often 114 µM), for inactives: at the top dose activity change, negative = substrate turnover; actives 0.01% (n = 390,000); also: potency is read from the fitted curve at half-maximal effect; % is scaled to controls: 0 for no effect and ±100 for the full control effect; nearly all actives have a fitted effect of over 50% in size
Target sequence (O89049 whole entry, looked up): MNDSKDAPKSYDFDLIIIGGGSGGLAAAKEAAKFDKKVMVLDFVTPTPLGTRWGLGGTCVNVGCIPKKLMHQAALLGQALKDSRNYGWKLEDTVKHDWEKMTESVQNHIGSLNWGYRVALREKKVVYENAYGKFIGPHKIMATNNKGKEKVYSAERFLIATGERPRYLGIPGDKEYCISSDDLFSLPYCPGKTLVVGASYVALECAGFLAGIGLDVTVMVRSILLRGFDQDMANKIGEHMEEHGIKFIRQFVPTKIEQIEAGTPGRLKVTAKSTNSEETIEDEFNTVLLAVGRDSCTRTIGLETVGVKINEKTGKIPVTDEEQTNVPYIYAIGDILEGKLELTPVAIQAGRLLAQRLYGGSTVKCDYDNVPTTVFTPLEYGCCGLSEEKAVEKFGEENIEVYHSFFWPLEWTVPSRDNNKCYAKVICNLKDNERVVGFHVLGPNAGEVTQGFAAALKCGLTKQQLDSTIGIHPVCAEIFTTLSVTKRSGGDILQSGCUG
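Rat TrxR1, dispensed at 90 nM, was prereduced with 400 uM NADPH (final) for 5 min at ~22 deg C, then incubated with compound 15 min before 400 uM selenite. A first-read NADPH fluorescence drop versus no-compound background flagged substrates.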
USP1-UAF1 inh: inhibitors of human USP1/UAF1 deubiquitinase. recombinant USP1/UAF1, Ub-Rhodamine cleavage fluorescence. O94782. Potency, µM (doses to about 57.1 µM), for the others: at the top dose activity change, negative = inhibition, hits mostly inhibitors. actives 0.23% (n = 390,000); also: potency is read from the fitted curve at half-maximal effect; % is scaled to controls: 0 for no effect and ±100 for the full control effect; nearly all actives have a fitted effect of over 60% in size; inactives centre near -12
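USP1/UAF1 complex (1 nM) preincubated 15 min at room temperature with compound, then Ub-Rho substrate (150 nM final) added. Kinetic fluorescence at 480/540 nm over 6 reads at 60 s intervals; 50 mM HEPES pH 7.8, 0.5 mM EDTA, 0.1 mg/ml BSA, 1 mM TCEP, 0.01% Tween-20.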
Vif-APOBEC3F blk: inhibitors of Vif-A3F interaction; AID 602313; actives 0.2% (n = 390,000); HeLa A3F-eYFP + Vif (tagged APOBEC3F with the HIV-1 protein that degrades it), YFP fluorescence increase; Potency, µM (highest dose often 46.1 µM), inactives show at the top dose activity, negative = active; also: potency is read from the fitted curve at half-maximal effect; % of control where 0% means no effect; nearly all actives have a fitted effect of over 65% in size
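Fluorescence increase (Ex 488/Em 500-530) after overnight compound treatment at 37 deg C flags inhibition of Vif-driven A3F-eYFP loss in stable HeLa A3F-eYFP/Vif cells seeded overnight beforehand.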
IDH1 R132H inh: blocks human mutant IDH1 R132H enzyme. O75874. IDH1-R132H enzyme, NADPH consumption, diaphorase/resazurin fluorescence. Potency, µM (highest dose often 76.6 µM), for inactives: at the top dose activity change, negative = inhibition, hits mostly inhibitors. actives 0.093% (n = 390,000); also: potency is read from the fitted curve at half-maximal effect; % is scaled to controls: 0 for no effect and ±100 for the full control effect; nearly all actives have a fitted effect of over 65% in size
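IDH1-R132H (0.5 ug/mL dispensed) in pH 7.5 Tris buffer was preincubated 30 min with compound, then given a substrate mix of 0.016 mM NADPH and 2 mM alpha-KG for 80 min at room temperature; remaining NADPH was read by diaphorase/resazurin fluorescence.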
The depositor's hits bear a star; ? = inconclusive; . = not tested or not shown; & = joins results of further samples; [ ] = remark or other dose. Unless noted, calls follow the shape of the dose curve; as a rule, active = well fitted curve in the direction sought with a large enough effect; inconclusive = small, poorly fitted or top-dose-only effect, or another doubt; inactive = no such curve, though single readings can be large; an effect the other way counts as inactive or inconclusive. These rows are one share of the data. The share of hits here may be higher or lower than overall.

SMILES	GRP78 ERSR act	LDHA block	PI4K2A inh	Vif-A3G inh	RXFP1 agonist	TrxR1 substrate	USP1-UAF1 inh	Vif-APOBEC3F blk	IDH1 R132H inh
O=C1CC(N2CCN(S(=O)(=O)c3ccccc3F)CC2)C(=O)N1c1ccccc1Cl (configuration not stated)	0%	1	-5	3%	-1.3%	0%	-18%	-7%	3%
CCCc1cc(C(=O)N2CCCC(Cc3ccccc3C)(C(=O)OCC)C2)no1 (configuration not stated)	1%	-1	4	2%	-0.2%	2%	-16%	1%	13%
CCCNC(=O)Cc1c(C)n(C(=O)c2ccc(Cl)cc2)c2ccc(OC)cc12	-4%	0	-13	1%	-1.1%	-10%	-14%	-3%	-20%
CC1(C)Cc2c(c(N3CCOCC3)nc3sc(-c4ccc(C(=O)O)o4)c(N)c23)CO1	9%	5	-6	-21%	24%	30%[57.1 µM]	-25%	?	7%
Cc1cccc(NC(=S)NCCc2ccccc2)c1C	0%	-7	-4	1%	3.1%	2%[57.1 µM]	-5%	?	5%
COCC(C)n1c(SCC(=O)c2cc(C)n(C)c2C)nc2ccccc2c1=O (configuration not stated)	5%	-2	-2	6%	0.1%	1%[57.1 µM]	-12%	-2%	0%
CCCc1nc2oc3c(NCC(C)O)ncnc3c2c2c1CCCC2 (configuration not stated)	0%	-6	-1	-3%	-2.5%	31%[activator]	-2%	-1%	0%
CC1(c2cccs2)CC(c2cccs2)=C(C#N)C(=O)N1 (configuration not stated)	3%	17	8	-8%	1.1%	7%[57.1 µM]	-10%	-7%	4%
O=C(Cn1cc2c(n1)CCCC2)NCC1CCCO1 (configuration not stated)	-3%	-2	5	0%	-0.9%	2%	-22%	3%	10%
O=C(c1cc2ccc3cccnc3c2[nH]1)N1CCN(c2cccc(Cl)c2)CC1	-5%	2	-2	-3%	2.4%	2%[57.1 µM]	-30%	-3%	3%
Cc1nn(C)c(C)c1CCC(=O)N1CCCC(N2CCN(c3ccc(F)cc3)CC2)C1 (configuration not stated)	5%	-1	4	3%	1.5%	2%	-28%	6%	-11%
CC(Oc1ccccc1)C(=O)N1CCC2(CC1)CC(=O)c1ccccc1O2 (configuration not stated)	-6%	-13	0	-3%	0.5%	10%	-14%	8%	-1%
COCc1cc(C)nc(SCC[N+](C)(C)CC(=O)Nc2ccccc2)c1C#N	-5%	-1	-1	1%	0.5%	-13%[57.1 µM]	-16%	9%	1%
CCc1sc(C(=O)Nc2ncccc2O)cc1C	-15%	-1	-4	-8%	0.6%	1%	-16%	-7%	0%
CC(C)NC1CS(=O)(=O)CC1O (configuration not stated)	-3%	3	-1	-1%	-0.2%	10%	-3%	1%	3%
NC(=O)c1sc2nccc(Nc3ccccc3)c2c1N	-2%	-9	8	1%	2.0%	11%	-13%	-5%	0%
Cc1cc(=S)cc(C)n1CCO	-2%	0	2	-1%	-1.1%	0%	-18%	-29%	7%
CCC(=O)Nc1ccc(Cl)c(-c2nc3ccccc3[nH]2)c1	.	-2	2	.	-0.7%	1%	-16%	.	.
CN(CCc1ccccn1)C(=O)Nc1cccc(Cl)c1	-1%	-5	1	0%	0.0%	8%[57.1 µM]	-2%	-24%	-1%
CCOC(=O)C1=C(c2ccccc2)NC(=O)NC1c1cc(OC)c(OC)c(OC)c1 (configuration not stated)	-4%	-3	-4	0%	0.1%	3%	-17%	2%	4%
Cc1noc(C)c1C(=O)OCC(=O)c1c(N)n(CC(C)C)c(=O)n(C)c1=O	-3%	-2	4	-1%	23%	-11%	-15%	-4%	-2%
COc1ccc2c(c1)NC(C)(C)C=C2C	1%	28	-6	-5%	-0.5%	11%[57.1 µM]	-13%	-22%	6%
COC(=O)C(C)(C)ONC(=O)Nc1ccc([N+](=O)[O-])cc1	0%	-3	3	-3%	-0.9%	4%[57.1 µM]	-22%	13%	1%
Cc1cc(Cl)ccc1NC(=S)N1CCN(C(=O)C2CCCO2)CC1 (configuration not stated)	1%	-7	-4	-1%	4.3%	-9%	-10%	1%	4%
CC(=O)c1ccc(N2CCN(C(=O)c3cn(Cc4ccccc4)nc3-c3cccnc3)CC2)c(F)c1	-3%	0	1	3%	-0.2%	0%	-8%	-7%	6%
COc1ccc(-c2cccc(-c3cc(=O)oc4cc5c(cc34)OCO5)c2)cc1	1%&-2%	-4	2	-5%	.	36%[activator]	-4%	-6%	7%
CCCc1nnc(SCC(=O)NC2CC2)n1C	-1%	-8	-2	0%	1.3%	4%	-2%	-11%	0%
COc1cccc(-n2cnnc2SC(C)C(=O)NC2CCCC2)c1 (configuration not stated)	-5%	-7	5	0%	0.0%	-1%[57.1 µM]	-4%	-11%	4%
O=C(NNC(=O)C1CCCC1)c1ccc(F)cc1	1%	-8	3	2%	0.1%	-4%	-10%	0%	5%
C1=CCC(CN2CCN(C3CCCCCC3)CC2)CC1 (configuration not stated)	-5%	-24	1	-1%	0.5%	7%[57.1 µM]	-7%	-4%	5%
CCOC(=O)C1=C(C)N=C2SC(C)C(=O)N2C1c1ccccc1 (configuration not stated)	-3%	-2	5	1%	-0.8%	-1%[11.4 µM]	-11%	6%	-1%
O=C(Nc1cccc(S(=O)(=O)N2CCCCCC2)c1)c1ccc2c(c1)OCO2	1%	10	-2	-6%	-1.8%	-4%	-12%	-6%	6%
CC(C)OC(=O)c1nnn(-c2nonc2N)c1CSc1ccccn1	1%	-4	-3	-5%	1.7%	9%[57.1 µM]	-16%	11%	5%
Cc1cccc(-c2nn(-c3ccccc3)cc2C(=O)Nc2cccc(S(=O)(=O)NC3=NCCC3)c2)c1	2%	-2	4	0%	0.1%	-5%	-13%	-15%	-6%
O=C(COc1ccc(Cl)cc1)N1CCN(S(=O)(=O)c2cc(F)ccc2F)CC1	-1%	-4	2	0%	.	.	-7%	-2%	3%
Cc1cccc(C(=O)Nc2cc(NC(=O)c3cccs3)ccc2C)c1	-2%	-3	-3	-2%	-2.8%	6%[57.1 µM]	-14%	4%	3%
O=C(O)CCS(=O)(=O)Cc1cccc(Cl)c1	-3%	-4	-5	1%	0.5%	5%[11.4 µM]	-14%	-15%	2%
O=C(N/N=C/c1ccc2c(c1)OCO2)C(=O)Nc1ccccc1Cl	-1%	1	-7	-1%	3.1%	11%	-17%	2%	0%
O=S(=O)(N/N=C\c1cn(-c2ccccc2)nc1-c1ccccc1)c1ccccc1	4%	-3	2	0%	-0.5%	-6%	?	-4%	6%
CCCCCn1c(N)c(-c2nc3ccccc3s2)c2c([N+](=O)[O-])nn(C)c(=O)c21	-6%	2	0	1%	0.2%	-10%	-6%	-13%	-6%
CCOC(=O)c1ccc(NC(=O)Nc2ccc3snnc3c2)cc1	0%	-2	-2	2%	-3.7%	-2%	-24%	-4%	15%
O=C(NCCCN1CCOCC1)c1ccc(CSc2ccc(Cl)cc2)cc1	-6%	3	2	-13%	-0.1%	-3%[57.1 µM]	-12%	?	8%
Cc1ccc(N(C(=O)c2ccc(S(=O)(=O)N3CCOCC3)cc2)C2C=CS(=O)(=O)C2)cc1 (configuration not stated)	3%	1	-2	-1%	-0.6%	-1%	-8%	-10%	-1%
CCN(CC)S(=O)(=O)c1ccc(C(=O)N2CCCCC2)cc1	-2%	0	7	1%	0.1%	-6%	-24%	-2%	-6%
N#Cc1c2c(c(NCc3cccnc3)n3c1nc1ccccc13)CCC2	-4%	2	1	-1%	11%	10%[57.1 µM]	-2%	-7%	-1%
CCOC(=O)c1c(NC(=S)N2CCOCC2)sc(C)c1C	-6%	2	5	-1%	8.6%	-25%[57.1 µM]	-22%	13%	2%
COc1ccc(CCC(=O)OCC(=O)Nc2ccc(C)c(S(=O)(=O)N(C)C)c2)cc1	-3%	-4	-2	-5%	0.1%	-4%	?	5%	8%
CC(N=c1ccccn1C(=O)Nc1ccc(Cl)cc1)c1ccco1 (configuration not stated)	4%	-2	0	1%	-0.7%	11%	-2%	-5%	8%
COc1cc(C2C(C#N)=C(N)N(N(C)C)C3=C2C(=O)CCC3)cc(OC)c1OC (configuration not stated)	0%	0	0	1%	-1.8%	-1%	-14%	-2%	-12%
O=C(c1cc2ccccc2oc1=O)N(c1ccccc1)C1C=CS(=O)(=O)C1 (configuration not stated)	1%	-7	1	1%	0.0%	-4%	-18%	3%	-3%

Compound profiles, as listed above. Screens in order: GRP78 ERSR act, LDHA block, PI4K2A inh, Vif-A3G inh, RXFP1 agonist, TrxR1 substrate, USP1-UAF1 inh, Vif-APOBEC3F blk, IDH1 R132H inh
CC(C)OC(=O)c1nnn(-c2nonc2N)c1CSc1ccccn1 across the screens: 1%, -4, -3, -5%, 1.7%, 9%[57.1 µM], -16%, 11%, 5%
CCOC(=O)c1ccc(NC(=O)Nc2ccc3snnc3c2)cc1 across the screens: 0%, -2, -2, 2%, -3.7%, -2%, -24%, -4%, 15%
Cc1cc(=S)cc(C)n1CCO across the screens: -2%, 0, 2, -1%, -1.1%, 0%, -18%, -29%, 7%
